KCNK9 block: blocks the human KCNK9 two-pore domain potassium channel. Q9NPC2. HEK293 KCNK9, FluxOR thallium flux fluorescence; active compounds read low. B-score at 10 µM. hit rate 1.2% among 310,000. AID 488922;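 active means ratio B-score over 3 SD below the library mean, with starting fluorescence within 5 SD of its mean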;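 further: negative B-score means less thallium flux so channel inhibition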
RGS4 inh: inhibitors of human RGS4; HEK293 M3R/RGS4 inducible, Fluo-4 calcium flux; active compounds read high; triggered by carbachol at its EC20; P49798; hit rate 0.45% among 310,000; B-score at 10 µM;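 active means B-score, a plate-corrected calcium signal, over three deviations above library mean, with baseline fluorescence within five deviations of library mean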;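 further: RGS4 expression induced by doxycycline in cells with stable M3 receptor; B-score is computed from the integrated fluorescence ratio over baseline after carbachol; higher B-score means a larger calcium signal and so more RGS4 inhibition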
TMEM16A act: mouse TMEM16A channel activation, primary screen; Q8BHY3; HEK293 TMEM16A/YFP-H148Q/I152L, iodide quench fluorescence; active compounds read low; B-score at 10 µM; hit rate 0.3% among 340,000; AID 623877;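 active means fluorescence-ratio B-score plate-corrected deviation score at least 3 library SD below zero, with starting fluorescence score within 5 deviations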;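 further: channel opened by trigger with iodide after compound preincubation; score built on the fluorescence ratio of max minus min over baseline; more negative score means more quench and so TMEM16A activation or potentiation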
KCNQ1 inh: inhibitors of human KCNQ1 potassium channel. P51787. CHO-K1 KCNQ1, FluxOR thallium flux fluorescence; active compounds read high. B-score at 10 µM. hit rate 1.3% among 310,000. AID 2642;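 active means compounds whose thallium flux B-score, printed positive for inhibition, exceeds three library SD while starting fluorescence stays within three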;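 further: channel opened by potassium depolarization with thallium stimulus after 20 min compound exposure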
KCNQ1 act: potentiators or activators of human KCNQ1 potassium channel; hit rate 0.35% among 310,000; CHO-K1 KCNQ1, thallium flux FluxOR fluorescence; active compounds read high; B-score at 10 µM; P51787;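 active means fluorescence ratio B-score, a plate-corrected score, at least three library SD, with initial intensity B-score within 5 SD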
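Assay system: CHO-K1 cells stably expressing KCNQ1; Medium: assay buffer with matched DMSO; Also added: K+/Tl+ depolarizing stimulus; Dosing: single dose; Timing: dye 90 min, compound 20 min, room temperature; Measured by: kinetic FluxOR thallium fluorescence, 10-s 1-Hz baseline, 110-s post-stimulus read; Read-out: peak-minus-minimum fluorescence over initial fluorescence, negative-control normalized, B-scored.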
SKKanGAS inh: blocks kanamycin growth of S. pyogenes SKKanGAS strain | hit rate 1.3% among 300,000 | BacTiter-Glo, 6 h | inhibition, % at 7.5 µM | AID 1662;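 active means mean replicate score, as percent of positive control median, at least 50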;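 further: strain carries kanamycin resistance gene driven by streptokinase promoter and grows in 40 µg/ml kanamycin; loss of luminescence reflects streptokinase promoter inhibition or plain growth inhibition; 0% = median of DMSO wells and 100% = positive control at its reference dose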
RGS4 pot: potentiators or activators of RGS4; B-score at 10 µM; AID 463111; HEK293 M3R/inducible RGS4, carbachol calcium flux Fluo4; active compounds read low; hit rate 0.92% among 310,000;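 active means B-score of the integrated calcium signal more than 4 SD below the library mean, with starting fluorescence not abnormally high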;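 further: negative B-score means reduced calcium response which marks RGS4 activation or potentiation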
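System – HEK293 FlpIn-TREx cells, stable M3R, doxycycline-inducible RGS4 · Reagent – ECmax carbachol challenge · Times – compound preincubation 20 min at room temperature before agonist · Technique – Fluo4 fluorescence kinetic imaging of calcium · Measure – B score of integrated Fluo4 ratio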
KCNK3 block: human KCNK3 channel inhibition, primary screen. O14649. CHO-KCNK3 thallium flux, FluxOR fluorescence; active compounds read low. B-score at 10 µM. hit rate 0.84% among 340,000;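 active means B-score under library mean minus 4 SD, starting fluorescence ratio at most library mean plus 5 SD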;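 further: more negative B-score means stronger inhibition of thallium flux through KCNK3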
HDAC3 inh: human HDAC3 inhibition; O15379; recombinant HDAC3, fluorogenic peptide/trypsin coupled, fluorescence; inhibition, % at 8.3 µM; hit rate 0.15% among 320,000; in the data active means inhibition above about 26%, passing the limit was not always enough
hERG rescue: hERG (human) protection from proarrhythmic block | CHO-hERG, FluxOR thallium flux, dofetilide IC70 present | Q12809 | activation (rescue from dofetilide block), less the hit threshold, % at 10 µM | hit rate 0.51% among 310,000 | AID 1511;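 active means activation above the mean of controls blocked by dofetilide plus 5 SD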;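 further: thallium influx through hERG after potassium depolarization seen as dye fluorescence rise; in these data hits start at about 4.7%; inactives centre near -7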
Target sequence (Q12809 whole entry, looked up): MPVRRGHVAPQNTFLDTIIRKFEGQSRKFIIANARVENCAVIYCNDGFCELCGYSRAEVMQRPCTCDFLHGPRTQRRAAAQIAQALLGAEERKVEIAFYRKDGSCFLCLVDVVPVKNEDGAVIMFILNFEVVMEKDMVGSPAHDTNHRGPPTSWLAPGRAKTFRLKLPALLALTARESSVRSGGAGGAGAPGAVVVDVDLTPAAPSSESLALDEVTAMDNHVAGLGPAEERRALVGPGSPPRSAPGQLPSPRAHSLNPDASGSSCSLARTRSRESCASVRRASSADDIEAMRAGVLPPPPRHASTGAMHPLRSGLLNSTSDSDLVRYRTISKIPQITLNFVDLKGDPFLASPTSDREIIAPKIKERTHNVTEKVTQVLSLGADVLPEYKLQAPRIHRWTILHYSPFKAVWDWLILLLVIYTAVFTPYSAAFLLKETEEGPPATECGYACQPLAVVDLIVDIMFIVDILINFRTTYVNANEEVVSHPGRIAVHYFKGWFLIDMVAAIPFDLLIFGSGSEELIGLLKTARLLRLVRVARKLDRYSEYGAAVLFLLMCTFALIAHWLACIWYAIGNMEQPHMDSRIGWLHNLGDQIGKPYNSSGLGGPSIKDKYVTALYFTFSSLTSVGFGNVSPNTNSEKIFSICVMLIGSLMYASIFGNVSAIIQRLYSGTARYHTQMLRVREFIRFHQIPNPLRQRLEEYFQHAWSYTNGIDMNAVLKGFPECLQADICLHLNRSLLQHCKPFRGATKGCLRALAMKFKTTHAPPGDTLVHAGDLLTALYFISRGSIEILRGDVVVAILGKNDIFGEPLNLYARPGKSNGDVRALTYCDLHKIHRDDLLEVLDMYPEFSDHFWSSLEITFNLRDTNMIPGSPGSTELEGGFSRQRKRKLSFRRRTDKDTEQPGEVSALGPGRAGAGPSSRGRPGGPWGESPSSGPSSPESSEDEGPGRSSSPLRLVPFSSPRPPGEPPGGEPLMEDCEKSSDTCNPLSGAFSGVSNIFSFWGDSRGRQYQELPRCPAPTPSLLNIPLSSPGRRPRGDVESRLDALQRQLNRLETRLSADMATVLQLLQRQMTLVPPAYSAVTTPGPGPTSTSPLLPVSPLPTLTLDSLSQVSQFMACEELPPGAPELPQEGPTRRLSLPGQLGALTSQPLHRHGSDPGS
ANO1 block: inhibitors of mouse TMEM16A calcium-activated chloride channel. Q8BHY3. HEK293 TMEM16A/YFP iodide influx fluorescence, ionomycin. normalized B-score (activity score, 25-100; higher = stronger inhibition) at 10 µM. hit rate 1.2% among 310,000;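 active means ratio plate-corrected score three or more library SD toward inhibition, starting fluorescence score within five deviations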;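 further: score derived from kinetic fluorescence span divided by baseline fluorescence per well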
* hit, by the source's call; i = inactive; · = not tested or not shown.

SMILES | KCNK9 block | RGS4 inh | TMEM16A act | KCNQ1 inh | KCNQ1 act | SKKanGAS inh | RGS4 pot | KCNK3 block | HDAC3 inh | hERG rescue | ANO1 block
CC(C)CC(=O)NC(=S)Nc1ccc(N2CCCC2)c(Cl)c1 | i | i | i | i | i | 7 | i | i | 4 | -5 | i
CCCCOP(=O)(OCCCC)C(O)c1ccc(N(C)C)cc1 (configuration not stated) | i | i | i | i | i | -5 | i | i | 2 | -2 | i
COc1ccc(NC2=CC(=S)NC(C)(C)C2)cc1 | i | i | i | i | i | -1 | i | i | 13 | 0 | i
CCOc1ccccc1C(=O)Nc1ccc(S(=O)(=O)N2CCOCC2)cc1 | i | i | i | i | i | -3 | i | i | 1 | -7 | i
CN1C(=O)/C(=C/c2cn(CC(=O)N3CCCCC3)c3ccccc23)NC1=S | i | i | -6.2* | i | i | · | i | i | 6 | -15 | i
COCCCNC(=S)N/N=C/c1ccc(N(C)C)cc1Cl | i | i | i | i | i | 24 | i | i | 3 | -9 | i
COc1cc2[nH]c(=S)n(Cc3cccs3)c(=O)c2cc1OC | i | i | i | i | i | 10 | i | i | -6 | -12 | i
COc1cccc(Sc2ccccc2/C=N/NC(N)=O)c1 | i | i | i | i | i | -5 | i | i | -8 | -11 | i
CCc1cccc(CC)c1NC(=S)N1CCn2cccc2C1c1cccnc1 (configuration not stated) | i | i | i | i | i | -6 | i | i | 2 | -12 | i
CC(=O)N1CCc2ccc(S(=O)(=O)N3CCc4ccccc43)cc21 | i | i | i | i | i | -8 | i | i | 2 | -21 | i
O=C(C1CCN(Cc2nc(Cc3cccc(F)c3)no2)CC1)N1CCOCC1 | i | i | i | i | i | -7 | i | i | 2 | -12 | i
Cc1ccc(S(=O)(=O)N2CCCOC2CNC(=O)C(=O)NCc2ccco2)cc1 (configuration not stated) | i | i | i | i | i | -1 | i | i | 1 | -3 | i
Cc1cc(=O)[nH]c(N/N=C/c2ccc([N+](=O)[O-])cc2)n1 | i | i | · | i | i | -1 | i | · | -3 | -10 | i
CCC(c1nnc(SCC(=O)Nc2ccc(N3CCOCC3)cc2)n1Cc1ccccc1)N(C)C (configuration not stated) | i | i | i | i | i | -2 | i | i | -7 | -3 | i
Cc1snnc1C(=O)NC(=S)Nc1ccccc1 | i | i | i | i | 9* | -6 | i | i | -3 | 11* | i
COCCn1c(C)cc(C(=O)COc2cccnc2[N+](=O)[O-])c1C | i | i | i | i | i | -11 | i | i | 0 | -6 | i
CCc1cc(Cn2nc(-c3ccccc3)cc2C(=O)NCC2CC2)on1 | i | i | i | i | i | -2 | i | i | -6 | -4 | i
COc1ccc(CNS(=O)(=O)c2ccc(S(=O)(=O)NC3CC3)cc2)cc1 | i | i | i | i | i | -1 | i | i | -1 | -4 | i
Cc1cc(C(=O)Nc2sc3c(c2C#N)CCC(C)C3)no1 (configuration not stated) | i | i | i | i | i | · | i | i | 0 | -7 | i
COCCN(C(=O)CSc1nnc(-c2ccccc2F)o1)c1c(N)n(CC(C)C)c(=O)[nH]c1=O | i | i | i | i | i | -1 | i | i | 0 | -15 | i
O=C(CCC(=O)OCc1cccc([N+](=O)[O-])c1)Nc1ccc(F)cc1 | i | i | i | i | i | -2 | i | i | 2 | -6 | i
CCOC(=O)N1CCN(C(=O)CSc2nnc(-c3ccc(C)c(C)c3)o2)CC1 | i | i | i | i | i | -13 | i | i | -5 | -9 | i
O=C(NCc1cccc(Cl)c1)c1ccc(CS(=O)Cc2ccc(Cl)cc2)o1 (configuration not stated) | i | i | i | i | i | 2 | i | i | 1 | -12 | i
COc1c(C)cc(C(=O)C2CCCN(C(=O)CCc3scnc3C)C2)cc1C (configuration not stated) | i | i | i | i | i | 1 | i | i | 1 | -10 | i

Compounds from the list above that have a furan ring, fused or not, in the order listed:
SMILES | KCNK9 block | RGS4 inh | TMEM16A act | KCNQ1 inh | KCNQ1 act | SKKanGAS inh | RGS4 pot | KCNK3 block | HDAC3 inh | hERG rescue | ANO1 block
Cc1ccc(S(=O)(=O)N2CCCOC2CNC(=O)C(=O)NCc2ccco2)cc1 (configuration not stated) | i | i | i | i | i | -1 | i | i | 1 | -3 | i
O=C(NCc1cccc(Cl)c1)c1ccc(CS(=O)Cc2ccc(Cl)cc2)o1 (configuration not stated) | i | i | i | i | i | 2 | i | i | 1 | -12 | i

The listing continues:
SMILES | KCNK9 block | RGS4 inh | TMEM16A act | KCNQ1 inh | KCNQ1 act | SKKanGAS inh | RGS4 pot | KCNK3 block | HDAC3 inh | hERG rescue | ANO1 block
N[C@@H](CO)c1nnc([C@H](Cc2ccc(O)cc2)NC(=O)C2CCNCC2)o1 | i | i | i | i | i | 0 | i | i | 2 | -9 | i
COc1ccc(S(=O)(=O)NC(C)C(=O)NCc2ccncc2)cc1OC (configuration not stated) | i | i | i | i | i | 4 | i | i | 6 | -7 | i
COc1ccccc1NC(=O)CN1C(=O)COc2ccc(S(=O)(=O)N3CCOCC3)cc21 | i | i | i | i | i | 12 | i | i | 6 | -5 | i
Cc1ccc(CN2CCSc3ccc(C(=O)NCc4cccnc4)cc32)cc1 | i | i | i | i | i | -10 | i | i | -33 | -8 | i
O=C(CNC(=O)c1ccco1)NCC(=O)OCc1cccc(Cl)c1 | i | i | i | i | i | -5 | i | i | 0 | -8 | i
NC(=O)NC(=O)CN1C(=O)NC(c2ccccc2)(c2ccccc2)C1=O | i | i | i | i | i | -7 | i | i | 2 | -1 | i
CCN1CCN(S(=O)(=O)c2ccc(Cl)c(C(=O)NCCc3ccccc3)c2)CC1 | i | i | i | i | i | -5 | i | i | -5 | -11 | i
CCCN1C(=O)c2cc(C(=O)NCc3ccc(OC)cc3)ccc2C1O (configuration not stated) | i | i | i | i | i | -2 | i | i | 3 | -5 | i
Cc1ccc(-c2[nH]nc3c2C(c2cccnc2)C(C#N)=C(N)O3)cc1 (configuration not stated) | i | i | i | i | i | -15 | i | i | -3 | 5.0* | i
Cc1cc(C)cc(NC(=O)COc2ccc(C(=S)N3CCOCC3)cc2)c1 | i | i | i | i | i | -4 | i | i | 7 | -14 | i
O=C(CNC(=O)c1ccccc1F)Nc1ccccc1C(F)(F)F | i | i | i | i | i | 0 | i | i | -4 | -12 | i
CC(Sc1ccccc1)C(=O)NNC(=O)c1ccncc1 (configuration not stated) | i | i | i | i | i | 7 | i | i | -6 | -5 | i
CCn1c(SCC(=O)NC(=O)NCc2ccco2)nc2sc(C)c(C)c2c1=O | i | i | i | i | 12* | -9 | i | i | 2 | 9.2* | i
COc1ccc(C(=O)Oc2cc(/C=N/NS(=O)(=O)c3ccccc3)ccc2OC)cc1 | i | i | i | i | i | 1 | i | i | 3 | -4 | i
COc1ccc(-c2cc(=O)c(C(=O)c3ccc(C)cc3)n[nH]2)cc1 | i | i | i | i | i | 3 | i | i | 5 | -5 | i
CC1=NN(C(N)=S)C(=O)C1N=Nc1ccccc1Cl (configuration not stated) | i | i | i | i | i | 5 | i | i | -1 | -4 | i
CN(CC(=O)Nc1cccc(Cl)c1)S(=O)(=O)c1ccc2[nH]c(=O)oc2c1 | i | i | i | i | i | 2 | i | i | -3 | -7 | i
Cc1cccc2cc(COC(=O)COc3ccccc3)c(=O)[nH]c12 | i | i | i | i | i | -3 | i | i | -2 | -4 | i
O=C(c1ccc2c(c1)OCO2)N(CC1CCCO1)C1(C(=O)NC2CCCC2)CCCCC1 (configuration not stated) | i | i | i | i | i | 0 | i | i | 5 | -13 | i
O=C(OCC(=O)N1CCc2ccccc21)c1nc(Cl)ccc1Cl | i | i | i | i | i | 7 | i | i | 1 | -4 | i
O=C(Nc1cccc(-c2nnco2)c1)c1cccs1 | i | i | i | i | i | 0 | i | i | 8 | -11 | i
CCOC(=O)C1(CCOc2ccccc2)CCN(Cc2cnc(C)[nH]2)CC1 | i | i | i | i | i | -6 | i | i | -1 | -9 | i
Cc1c(Cc2ccccc2)c(=O)oc2cc(OCC(=O)N3CCC(C(N)=O)CC3)ccc12 | i | i | i | i | i | 1 | i | i | -88 | -2 | i
CCNC(=O)NC(=O)C(C)Sc1nc2cc(C(=O)OC)ccc2c(=O)n1-c1ccccc1 (configuration not stated) | i | i | i | i | i | 1 | i | i | 6 | -10 | i
CC(=O)NC(CC(=O)NCC(c1ccco1)N(C)C)c1ccccc1 (configuration not stated) | i | i | i | i | i | -8 | i | i | -3 | -13 | i
COc1cccc(N2CC(C(=O)Oc3ccc4ccccc4c3)CC2=O)c1 (configuration not stated) | i | i | i | i | i | -2 | i | i | -5 | -8 | i
CCCC(=O)Nc1c(-c2cccs2)c(=O)c2ccccc2n1C | i | i | i | i | i | -8 | i | i | -2 | -5 | i
Cc1ccc(S(=O)(=O)C(C#N)c2nc3ccccc3nc2N2CCN(C)CC2)cc1C (configuration not stated) | i | i | i | i | i | 6 | i | i | 5 | -4 | i
COc1ccc(N2C(=O)CC(NCc3ccc(F)cc3)C2=O)cc1 (configuration not stated) | i | i | i | i | i | -8 | i | i | 4 | 0 | i
Oc1ccc[n+](CCCCC[n+]2cccc(O)c2)c1 | i | i | i | i | i | -16 | i | i | -7 | -6 | i
CCCOc1cccc(C2C(C(=O)c3ccc(C)o3)=C(O)C(=O)N2CCN2CCOCC2)c1 (configuration not stated) | i | i | i | i | i | -8 | i | i | 4 | -9 | i
Nc1ccccc1OCCOc1ccccc1N | i | i | i | i | i | 3 | i | i | 2 | -1 | i
O=C(Oc1ccc2ccccc2c1)c1ccccc1 | i | i | i | i | i | 0 | i | i | -1 | -3 | i
O=C(NCc1ccccc1F)Nc1ccc([N+](=O)[O-])cc1 | i | i | i | i | i | 13 | i | i | 4 | -23 | i
c1ccc2c(c1)nc(NCCN1CCOCC1)c1nncn12 | i | i | i | i | i | -1 | i | i | 12 | -5 | i
CC(O)CCC(=O)NNC1=CC(=O)CC(C)(C)C1 (configuration not stated) | i | i | · | i | i | -10 | i | · | 9 | -5 | i

A different layout for part of the listing above.
SMILES	KCNK9 block	RGS4 inh	TMEM16A act	KCNQ1 inh	KCNQ1 act	SKKanGAS inh	RGS4 pot	KCNK3 block	HDAC3 inh	hERG rescue	ANO1 block
COc1cccc(N2CC(C(=O)Oc3ccc4ccccc4c3)CC2=O)c1 (configuration not stated)	i	i	i	i	i	-2	i	i	-5	-8	i
CCCC(=O)Nc1c(-c2cccs2)c(=O)c2ccccc2n1C	i	i	i	i	i	-8	i	i	-2	-5	i
